MT stabilizer: microtubule stabilizers in HeLa cells; HeLa tubulin immunostaining HCS, 24 h; share of cells brighter than vehicle mean+2SD; % tubulin-high responders, % at 10 µM; 0.83% of 200,000 active; AID 2205;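 active = plate Z-score above 3 for both tubulin-high and condensed-nucleus cell shares, with cell loss under 80%, at 10 µM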;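 note: anti alpha tubulin signal scored within the nucleus-defined area of each cell; some results filed as inactive read as strong as hits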
Autophagy mod: modulators of autophagy; calls only at 10 µM (by protocol); 0.98% of 190,000 active; MEF GFP-LC3 puncta imaging; test concentration mostly 10 µM;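 active = percentage of spot-positive cells more than 3 SD above its plate mean, without a fluorescence outlier flag or 80% toxicity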;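 note: spot-positive cell cutoff set from DMSO-treated cells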
Salmonella PhoP GFP: inhibitors of PhoP regulon expression, primary screen, Salmonella Typhimurium, GFP reporter (AID 1863). inhibition, % at 50 µM, or IC50 in µM where a hit was titrated. S. Typhimurium PhoP-regulated promoter GFP reporter, 4 h; higher % means a stronger effect. 0.16% of 300,000 active;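 active = inhibition over 29.93%, a cutoff 3 SD above the screen mean, later confirmed by dose response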;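 note: 0% = low Mg2+ inducing control and 100% = high Mg2+ repressing control; strong numbers were not always called active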
b-catenin transl: beta-catenin nuclear translocation modulation; HeLa beta-catenin nuclear translocation, immunofluorescence imaging; nuclear translocation activity, % at 5 µM; 0.3% of 190,000 active; AID 1665;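 active = nuclear translocation activity above 50% at 5 µM, with a well cell count of 50 or more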;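 note: per-cell ratio of nuclear to cytoplasmic median beta-catenin stain intensity; plate controls were DMSO negative control for no effect and GSK-3 inhibitor IX positive control for full effect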
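Test system: HeLa cells, endogenous beta-catenin; Compound: single 5 µM dose plus 0.02–20 µM confirmation series; Times: compound exposure 24 h at 37°C; Signal: fluorescence imaging of beta-catenin antibody stain plus DAPI; Read-out: % activation, nuclear-to-cytoplasmic median beta-catenin signal ratio per cell.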
T cell HTS: T cell immune modulation candidate; 2C CD8+ T cell-vesicle binding, flow cytometry; active compounds read low; calls only at 7 µM; 0.068% of 330,000 active;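 active = response, share of CD8 T cells binding vesicles, and their 90th percentile fluorescence all below set limits, cut at about 80% in these data, passing the limit was not always enough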
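Benchmarks: naked versus QL9-loaded vesicles / Assay system: purified 2C TCR transgenic mouse naive CD8+ T cells / Technique: high-throughput flow cytometry with anti-B7-1 and anti-CD8 staining / Timing: Cell–vesicle co-incubation 1.5 h at 37 °C, staining 20 min on ice / Read-out: percent CD8+ FL2 mean versus row control / Probe or stimulus: QL9-loaded Drosophila micro-vesicles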
CSM14.1 death rescue: rescue of cells from ER stress-induced death, primary screen, 384-well, CSM14.1, thapsigargin, ATP luminescence (AID 1222) | 190,000 tested, under 10 active | CSM14.1 thapsigargin-induced death rescue, ATP luminescence; higher % means a stronger effect | cellular ATP content (survival), % at 20 µM; hits with a dose series show EC50 in µM;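 active = EC50 below 50 µM in the dose-response confirmation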;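 note: death triggered by thapsigargin at about 15 µM added after 2 h compound pretreatment; cell ATP read after overnight thapsigargin exposure of roughly 18 to 22 hours; normalized against plate controls of thapsigargin alone and 5% DMSO vehicle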
Ins promoter up: MIN6 insulin promoter up-regulation; 0.3% of 190,000 active; z-score at 5 µM; MIN6 insulin promoter-GFP reporter, high-content imaging; active compounds read high;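 active = z-score above 3 at 5 µM with at least 500 cells counted in the well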
Dynein transport: blocks dynein driven cargo transport along microtubules; 3617.4 mouse cells, GR-EGFP nuclear translocation imaging; test concentration mostly 20 µM; stimulated with dexamethasone, 1 µM; active compounds read low; z-score, hits read low; 0.47% of 220,000 active; AID 1381;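 active = plate z-score of nuclear minus cytoplasmic receptor signal below a set negative limit, without overly bright fluorescence or cell loss, cut at about -3.5 in these data, passing the limit was not always enough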;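 note: z-score of nuclear minus cytoplasmic ring GR-EGFP intensity difference per well; some compounds called inactive have numbers as strong as hits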
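Buffer or medium: tet-free, stripped-serum medium; Also added: dexamethasone, 1.0 µM final; Technique: high-content fluorescence imaging after fixation; Times: 48 h induction, 1 h compound, 30 min dex at 37 °C; Read-out: per-cell GR-EGFP intensity, nucleus versus surrounding cytoplasmic ring, well-averaged.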
Lipid droplet: hepatic lipid droplet formation modulation; inhibition, % at 6.5 µM; 0.4% of 240,000 active; AML12 mouse hepatocytes, oleate lipid droplets, BODIPY imaging;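 active = lipid droplet intensity inhibited by at least 50%, with more than 500 cells counted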
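Assay system: AML12 mouse liver cells | Compound dosing: One dose, 6.5 µM compound | Read-out basis: Droplet intensity reduction, % inhibition | Measured by: Fluorescence imaging, 20x objective, two fields per well | Schedule: Overnight treatment with compound plus oleate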
Dynein transport cytoplasmic EGFP: also measured in Dynein transport; calls as there; z-score; measured here: cytoplasmic GR-EGFP intensity; active compounds read high
Dynein transport nuclear GR-EGFP: recorded beside Dynein transport, whose call it bears; z-score; measured here: nuclear GR-EGFP intensity;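 lower value marks the stronger effect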
Dynein transport cell count: recorded beside Dynein transport, whose call it bears; z-score; measured here: cell count per field
Ins promoter up cell count: also measured in Ins promoter up; calls as there; cell count; measured here: cytotoxicity, nuclei count;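 total cells summed across four imaged fields per well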
Lipid droplet cells 6.5 µM: further read-out of Lipid droplet, marked with its call; cell count; measured here: cell count, cytotoxicity flag;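 cells counted across two imaged fields per well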
b-catenin transl cell count 5 µM: also measured in b-catenin transl; calls as there; cell count; measured here: cell count, cytotoxicity flag
T cell HTS vesicle-bound %: recorded beside T cell HTS, whose call it bears; double positive events, %; measured here: CD8+ vesicle-bound cell fraction;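 binding gate set so that unloaded-vesicle control wells show 10% double positive cells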
MT stabilizer Hoechst-high %: recorded beside MT stabilizer, whose call it bears; % Hoechst-high responders; measured here: nuclear condensation Hoechst responders;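 share of cells brighter than vehicle mean plus two SD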
MT stabilizer cytotoxicity %: further read-out of MT stabilizer, marked with its call; toxicity, %; measured here: cytotoxicity by cell density;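 0% = mean cell density of plate MIN control wells and 100% = no cells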
Autophagy mod cell loss 18 h: further read-out of Autophagy mod, marked with its call; toxicity, %; measured here: cell loss, nuclei count;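 cell loss after 18 h compound exposure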
The depositor's hits bear a star; i = inactive; nt = no result given. Compounds were not picked by outcome, and some 3% of all compounds hit somewhere here.

SMILES	MT stabilizer	MT stabilizer Hoechst-high %	MT stabilizer cytotoxicity %	Autophagy mod	Autophagy mod cell loss 18 h	Salmonella PhoP GFP	b-catenin transl	b-catenin transl cell count 5 µM	T cell HTS	T cell HTS vesicle-bound %	CSM14.1 death rescue	Ins promoter up	Ins promoter up cell count	Dynein transport	Dynein transport cytoplasmic EGFP	Dynein transport nuclear GR-EGFP	Dynein transport cell count	Lipid droplet	Lipid droplet cells 6.5 µM
Cc1ccc(S(=O)(=O)NNC(=O)c2ccccc2O)cc1	1.9	1.7	0.0	i	-6	10%	-2.6	546	i	9	9.5%	-0.01	1266	-0.078	-0.16	0.0026	-0.046	13	656
CCn1c(SCC(=O)OC)nnc1-c1ccccc1	3.2	1.5	2.8	i	16	-2%	0.2	1581	i	48	1.4%	0.22	1456	-0.033	-0.23	0.091	0.38	3	722
O=C(c1ccccc1)N1CCN(c2nc3ccc([N+](=O)[O-])cc3s2)CC1	2.1	3.1	4.4	i	8	-2%	-0.1	1540	i	36	-0.3%	-0.53	1169	1.4	-0.0045	1.5	-1.5	-14	734
N#CC1=C(N)C(C#N)(C#N)C2(C(=O)Nc3ccccc32)C2CCCC=C12 (stereo unspecified)	5.8	2.6	4.3	i	-8	12%	-1.7	795	i	20	-1.2%	nt	nt	-1.2	-0.19	-0.29	0.71	nt	nt
O=C(Nc1ccc2c3c(cccc13)CC2)c1ccco1	2.8	3.2	8.6	i	6	7%	4.8	1103	i	52	-2.5%	1.5	1316	-0.2	-0.2	-0.23	-0.025	nt	nt
C/C(=N\NC(=O)c1ccccc1C)c1ccc(N2CCOCC2)cc1	1.3	0.8	5.1	i	-2	0%	0.3	1083	i	33	-4.2%	1.2	771	-0.47	-0.22	-0.072	0.52	1	788
CC(C)=NNc1nc(-c2ccc([N+](=O)[O-])cc2)cs1	6.8	2.0	2.4	i	-2	-4%	-1.9	1055	i	33	2.5%	-0.27	1529	-0.012	-0.29	0.53	-0.43	6	798
CCOc1ccc(Nc2nc(Cc3nnc(SCC(=O)c4ccc(C)cc4)o3)cs2)cc1	2.1	1.0	8.7	i	4	18%	nt	nt	i	44	1.1%	-1.2	937	1.4	0.19	1.1	-0.66	8	749
O=C(CCCn1c(=S)[nH]c2ccc(Br)cc2c1=O)N1CCN(c2ccccn2)CC1	4.6	3.4	2.1	i	13	-14%	nt	nt	i	16	-3.9%	nt	nt	-0.15	-0.3	0.0078	0.38	nt	nt
Cc1[nH]nc2c1C(c1cccs1)C1=C(CCCC1=O)N2 (stereo unspecified)	3.4	3.0	7.6	i	-3	-4%	-0.2	1097	i	42	-0.7%	0.06	1101	0.12	-0.26	0.49	-0.069	3	614
CCOC(=O)C1CCCN(c2c(NCCCN3CCCC(C)C3)c(=O)c2=O)C1 (stereo unspecified)	3.4	3.6	5.4	i	-4	-9%	nt	nt	i	33	0.2%	1	833	0.33	-0.2	0.29	-0.17	nt	nt
O=C(Nc1ccccc1-c1nnn(CC(=O)N2CCc3ccccc3C2)n1)C1CCC1	0.8	1.5	6.9	i	4	10%	-2.9	1211	i	62	2.3%	-0.58	1175	-0.28	-0.0073	-0.18	0.084	-9	777
O=C(CSc1nc(C2CC2)nc2sc3c(c12)CCCC3)NCc1ccco1	2.1	2.4	6.1	i	10	13%	-0.5	1080	i	21	0.4%	0.24	1243	1	-0.18	0.56	0.26	2	759
CC1(C)Cc2c(sc3[nH]c(=S)n(Cc4ccccc4)c(=O)c23)CO1	4.1	2.5	0.6	i	10	-1%	-0.7	1120	i	22	-0.3%	-0.1	922	-0.51	-0.19	-0.018	0.69	-2	785
CC(=O)c1ccc(S(=O)(=O)N2CCCC2)cc1	1.8	1.4	6.6	i	-8	4%	1.0	1081	i	39	-3.1%	1	858	-2.7	-0.073	-1.2	0.34	-5	698
COc1ccc(S(=O)(=O)c2c(N)n(Cc3ccco3)c3nc4ccccc4nc23)cc1	2.1	1.9	9.9	i	-1	-12%	-2.6	963	i	20	-0.2%	0.68	1350	-0.64	0.089	-0.28	1.5	nt	nt
O=C(/C=C/c1ccc(Cl)cc1)Nc1ccc(CN2CCOCC2)cc1	3.9	2.8	4.8	i	17	7%	1.9	1088	i	34	-1.1%	0.7	1532	1.3	-0.28	0.32	-0.22	-3	654
CCCn1c(SCN2C(=O)c3ccccc3C2=O)nc2cc(Cl)ccc2c1=O	2.4	4.2	7.3	i	-4	-2%	-0.2	952	i	20	15%	nt	nt	0.69	-0.26	1.7	-0.17	0	636
O=C1Nc2cc(S(=O)(=O)N3CCCC3)ccc2N2CCCC12 (stereo unspecified)	4.2	1.5	4.2	i	16	5%	nt	nt	i	36	-2.9%	nt	nt	1.7	-0.049	0.87	-3.4	nt	nt
O=CN1Cc2[nH]c3ccccc3c2N(c2ccc(Cl)cc2)C1=O	3.3	2.8	9.9	i	-1	0%	-0.6	1121	i	28	0.1%	0.05	1032	-0.59	-0.13	0.083	-0.11	nt	nt
CCOc1ccc(NC2OCC(O)C(O)C2O)c([N+](=O)[O-])c1 (stereo unspecified)	2.8	2.5	8.1	i	18	2%	1.0	1511	i	45	0.2%	0.06	1473	0.24	-0.25	0.37	0.24	2	649
N#C/C(=C/c1ccc(OCc2ccc(C(=O)O)cc2)c(Br)c1)c1cccc(F)c1	2.7	3.6	3.7	i	-3	-2%	-0.1	1110	i	55	-5.5%	0.45	1027	1	-0.15	0.89	-0.78	-2	634
Cn1c(=O)c2c(SCC(=O)NCC3CCCO3)nc(-c3cccs3)nc2n(C)c1=O (stereo unspecified)	nt	nt	nt	nt	nt	nt	-0.4	1048	nt	nt	0.9%	0.41	1758	nt	nt	nt	nt	-2	595
Cc1cccc(CSc2ccc3nnc(-c4ccccn4)n3n2)c1	3.5	1.7	9.3	i	13	0%	1.0	1064	i	22	nt	2.5	1212	-0.027	-0.27	0.11	0.54	-13	718
COC(=O)c1sc2ccccc2c1-n1cccc1C(=O)C(=O)Nc1ccccc1	6.0	1.9	3.5	i	2	-11%	nt	nt	i	34	4.4%	nt	nt	-0.47	-0.23	-0.83	0.75	nt	nt
O=C(Cn1nnc(-c2ccccc2)n1)OC1CCOC1=O (stereo unspecified)	0.9	1.1	7.4	i	3	-7%	-6.3	989	i	31	-2.9%	0.12	1265	-0.37	-0.12	-0.091	0.84	nt	nt
CCNc1nc(OC)nc(Oc2ccc(=O)n(-c3ccccc3)n2)n1	3.7	0.5	24	i	-3	-11%	nt	nt	i	38	nt	-0.02	1199	1.8	-0.25	1	-0.79	7	688
O=C(COc1ccc(Cl)cc1Cl)NN=C1CCCCC1	3.6	2.7	1.9	i	1	-4%	2.6	564	i	58	-3.6%	0.08	1242	-0.69	-0.19	0.45	0.037	-4	718
CCCc1ccc(-c2c(C)sc(N)c2C#N)cc1	0.9	1.2	0.9	i	34	13%	nt	nt	i	54	-0.9%	2	891	0.4	-0.2	0.51	-0.54	nt	nt
COc1cc(OC)cc(-c2nc(-c3cccs3)no2)c1	2.3	1.5	7.3	i	-38	2%	-2.0	1089	i	53	-1.0%	0.59	1126	-0.26	-0.2	-0.086	0.38	-18	703
Cc1ccc(-c2cc3nc(-c4ccc(Br)cc4)cc(N)n3n2)cc1	3.1	3.2	8.5	i	1	7%	-0.3	1041	i	48	-1.4%	0.98	1593	-0.25	-0.26	0.26	0.14	-37	553
COc1cc(S(=O)(=O)NCCCN2CCOCC2)ccc1Cl	1.1	1.5	1.8	i	-9	0%	-1.1	1101	i	22	-2.1%	0.49	883	-0.49	0.048	-0.097	0.66	0	743
C=C(C)CSc1nnc([C@@H]2CCCN2)o1	nt	nt	nt	nt	nt	2%	0.7	1283	i	31	nt	nt	nt	0.045	-0.21	0.42	0.16	10	709

Arranged by length of the SMILES (low to high): some entries from above
SMILES	MT stabilizer	MT stabilizer Hoechst-high %	MT stabilizer cytotoxicity %	Autophagy mod	Autophagy mod cell loss 18 h	Salmonella PhoP GFP	b-catenin transl	b-catenin transl cell count 5 µM	T cell HTS	T cell HTS vesicle-bound %	CSM14.1 death rescue	Ins promoter up	Ins promoter up cell count	Dynein transport	Dynein transport cytoplasmic EGFP	Dynein transport nuclear GR-EGFP	Dynein transport cell count	Lipid droplet	Lipid droplet cells 6.5 µM
CCCc1ccc(-c2c(C)sc(N)c2C#N)cc1	0.9	1.2	0.9	i	34	13%	nt	nt	i	54	-0.9%	2	891	0.4	-0.2	0.51	-0.54	nt	nt
O=C(COc1ccc(Cl)cc1Cl)NN=C1CCCCC1	3.6	2.7	1.9	i	1	-4%	2.6	564	i	58	-3.6%	0.08	1242	-0.69	-0.19	0.45	0.037	-4	718
O=C(Cn1nnc(-c2ccccc2)n1)OC1CCOC1=O (stereo unspecified)	0.9	1.1	7.4	i	3	-7%	-6.3	989	i	31	-2.9%	0.12	1265	-0.37	-0.12	-0.091	0.84	nt	nt
